# Tau fibril FP: inhibitors of human tau fibril formation | Potency, µM (highest dose often 57.7 µM), without a hit: at the highest dose activity, negative = inhibition, hits mostly inhibitors | 0.39% of 280,000 active | K18 P301L tau heparin fibrillization, Alexa594 FP, 6 h | P10636; note: nearly all actives have a fitted effect of over 55% in size
# Target sequence (P10636 561-689 P618L limits assumed): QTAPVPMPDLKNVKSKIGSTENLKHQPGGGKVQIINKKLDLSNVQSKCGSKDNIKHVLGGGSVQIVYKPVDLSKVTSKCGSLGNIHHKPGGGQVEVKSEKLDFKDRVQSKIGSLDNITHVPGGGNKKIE
#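 FP of Alexa 594-tau after heparin (20 uM) induction. Substrate: human K18 P301L, 15 uM unlabeled, 0.24 uM labeled. Buffer 100 mM sodium acetate pH 7. 6 hr, 37 C.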
# Tau ThT inhib: inhibitors of human tau fibril formation, thioflavin T binding; P10636; recombinant tau K18 P301L, heparin-induced fibrillization, ThT fluorescence; Potency, µM (doses to about 57.4 µM), inactives show at the top dose activity, negative = inhibition, actives largely listed as inhibitors; 2.1% of 270,000 active; AID 1460; note: nearly all actives have a fitted effect of over 55% in size
#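 Tau K18 P301L fragment (15 uM unlabeled plus 0.24 uM Alexa 594-labeled) in 100 mM sodium acetate pH 7 with compound, fibrillization induced by 20 uM heparin for 6 hr at 37 C. Thioflavin T (30 uM) added, fluorescence read after 1 hr (ex 450, em 510 nm).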
# L3MBTL1 block: inhibitors of human L3MBTL1; Q9Y468; AlphaScreen L3MBTL1–H3K9me1 peptide binding; Potency, µM (doses to about 57.1 µM), without a hit: at the top dose activity, negative = inhibition, actives largely listed as inhibitors; 0.66% of 230,000 active; AID 485360; note: nearly all actives have a fitted effect of over 60% in size
#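 Displacement of a biotinylated histone H3(1-15) peptide monomethylated at Lys9 (75 nM) from L3MBTL1 (50 nM) was measured by AlphaScreen after a 30 min room-temperature compound incubation; cefsulodin titration served as intraplate control.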
# Tau fluor counter: counter-screen for tau fibril formation inhibitors; tau K18 P301L Alexa594 fluorescence, heparin fibrillization; 0.93% of 280,000 active; Potency, µM (doses to about 57.7 µM), without a hit: top-dose activity change, negative = decrease; note: nearly all actives have a fitted effect of over 55% in size
#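 Human tau K18 P301L (15 uM unlabeled, 0.24 uM Alexa 594-labeled) in 100 mM sodium acetate pH 7 with 20 uM heparin, 6 hr at 37 C. ThT 30 uM added, 1 hr ambient; Alexa 594 FP and total fluorescence read at 555/632 nm.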
# TRb-SRC2 inh: TRbeta-SRC2 interaction inhibition | 0.065% of 280,000 active | P10828 | TRbeta-SRC2 peptide binding, fluorescence polarization; receptor liganded with 1 µM T3 | Potency, µM (highest dose often 106 µM), for the others: top-dose activity change, negative = inhibition, actives largely listed as inhibitors | AID 1469;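 note: plate controls were bound peptide for no effect and peptide without receptor for full effect; nearly all actives have a fitted effect of over 50% in size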
# Target sequence (P10828 whole entry, looked up): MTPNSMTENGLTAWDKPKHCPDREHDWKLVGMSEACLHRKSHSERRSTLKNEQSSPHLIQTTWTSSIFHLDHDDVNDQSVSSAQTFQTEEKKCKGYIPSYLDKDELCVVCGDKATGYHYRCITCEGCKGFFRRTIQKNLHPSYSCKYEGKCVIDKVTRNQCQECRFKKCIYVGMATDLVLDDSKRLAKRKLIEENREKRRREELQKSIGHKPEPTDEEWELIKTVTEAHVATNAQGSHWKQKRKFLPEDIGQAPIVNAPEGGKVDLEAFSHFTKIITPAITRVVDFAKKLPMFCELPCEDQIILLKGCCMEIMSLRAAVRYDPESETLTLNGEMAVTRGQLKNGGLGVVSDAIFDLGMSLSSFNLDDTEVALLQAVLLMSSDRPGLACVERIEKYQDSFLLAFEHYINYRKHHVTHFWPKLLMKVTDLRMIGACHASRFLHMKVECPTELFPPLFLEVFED
#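 A fluorescence polarization screen tested compounds at multiple concentrations against complex formation between 0.6 uM TRb ligand-binding domain and 20 nM Texas Red SRC2 peptide, with 1 uM T3 present; readout after 5 hr.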
# GLA spleen mod: alpha-galactosidase A (human) modulation. human spleen homogenate, 4MU-alpha-Gal fluorescence, 40 min. Potency, µM (doses to about 80 µM), for the others: at the top dose activity change, negative = inhibition, actives largely listed as inhibitors. 0.008% of 240,000 active. AID 2107;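 note: 0% = enzyme with vehicle and -100% = no enzyme basal signal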
# Target sequence (P06280 32-429 limits assumed): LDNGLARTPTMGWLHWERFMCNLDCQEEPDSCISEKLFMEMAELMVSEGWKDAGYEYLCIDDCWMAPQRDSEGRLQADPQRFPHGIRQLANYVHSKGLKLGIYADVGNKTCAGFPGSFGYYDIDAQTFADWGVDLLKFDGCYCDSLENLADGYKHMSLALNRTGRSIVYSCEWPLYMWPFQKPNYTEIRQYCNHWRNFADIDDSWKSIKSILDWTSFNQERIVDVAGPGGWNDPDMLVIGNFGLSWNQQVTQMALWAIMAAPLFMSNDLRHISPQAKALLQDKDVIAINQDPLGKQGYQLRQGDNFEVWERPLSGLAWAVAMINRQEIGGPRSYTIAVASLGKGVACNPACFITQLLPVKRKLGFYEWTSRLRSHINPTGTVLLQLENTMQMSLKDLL
#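 Inhibition or activation of alpha-galactosidase in human spleen homogenate is scored by 4-MU fluorescence after 40 min at 37C, pH 5.0, with 1 mM substrate. AC50s come from concentration-response fitted to the Hill equation.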
# ALDH1A1 block: blocks purified human ALDH1A1 activity | Purified ALDH1A1, NADH fluorescence, propionaldehyde substrate | P00352 | Potency, µM (top dose mostly 75.3 µM), inactives show top-dose activity, negative = inhibition, most hits filed as inhibitors | AID 1030 | 7.3% of 220,000 active; active = well fitted inhibition curve with a large enough effect, not every such curve was filed as active; inconclusive = small, poorly fitted or top-dose-only effect, or another doubt; inactive = no such curve, though single readings can be large or run the other way;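 note: plate controls were no enzyme wells and a reference inhibitor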
# TR SRC2 fluor cs: counter-screen for TRb-SRC2 inhibitors: fluorescence interference | TRb/SRC2 Texas Red total fluorescence interference | Potency, µM (titrated, usually from 106 µM), without a hit: top-dose fluorescence change, negative = quenching | 0.29% of 280,000 active | AID 1479; active = well fitted curve in either direction with a large enough effect; inconclusive = small, poorly fitted or top-dose-only effect
#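 Human TRβ ligand-binding domain (0.6 uM) and Texas Red SRC2 peptide (20 nM) in Tris buffer with 1 uM T3 and 5% DMSO were incubated with pinned compound for 5 hr at ambient temperature. Total fluorescence was computed as S + 2P (555/632 nm).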
# The depositor's hits bear a star; ? = inconclusive; nt = not tested or not shown; & = joins results of further samples; [ ] = another dose, or the depositor's remark. Unless noted, calls come from the whole dose curve; as a rule, active = well fitted curve in the direction sought with a large enough effect; inconclusive = small, poorly fitted or top-dose-only effect, or another doubt; inactive = no such curve, though single readings can be large; an effect the other way counts as inactive or inconclusive. Unless noted, % is set by controls: 0 for no effect and ±100 for the full control effect; potency is the fitted concentration of half-maximal effect. An unsorted share of the library; 8.5% or so of the library scored in one or more.
SMILES	Tau fibril FP	TRb-SRC2 inh	ALDH1A1 block	GLA spleen mod	TR SRC2 fluor cs	L3MBTL1 block	Tau ThT inhib	Tau fluor counter
Cc1ccc2nc(C(F)(F)F)c(C#N)c(N)c2c1	0.1%	-13.3%	0.8%	-12.6%	-1.0%	-15.1%[11.4 µM]	2.3%	-7.9%
Cc1cc(C)nc(-n2nc(C)c3c2N(Cc2ccccc2)C(=O)CC3c2ccc(Cl)cc2)n1 (stereo unspecified)	10.3%	-4.1%	nt	nt	-19.5%	nt	2.3%	6.6%
COc1cc2cc(CN(Cc3cccnc3)C(=O)Nc3ccccc3F)c(=O)[nH]c2cc1OC	-7.2%	9.7%	?	-6.5%	0.5%	0.7%	-12.0%	-8.9%
NCCCC[C@@H]1NC(=O)c2cc([N+](=O)[O-])cc(F)c2NCCCC[C@@H](C(N)=O)NC(=O)[C@H](CCC(N)=O)NC1=O	-7.2%	-2.7%	13.2%	-1.0%	-0.2%	5.2%	-10.9%	-6.8%
O=C(c1ccc(COc2ccccc2Br)o1)N1CCN(c2ccccn2)CC1	14.1%	6.2%	-2.0%	-1.5%	-1.0%	-23.3%	?	-7.6%
C[C@@H]1C(=O)O[C@H]2[C@H]1CC[C@@]1(C)C(=O)C=C[C@@](C)(O)[C@H]21	2.4%	8.8%	nt	0.3%	-1.0%	nt	14.8%	27.1%
Cc1cc(C)c(C#N)c(SCc2nnc(-c3ccccc3[N+](=O)[O-])o2)n1	-4.2%	3.8%	?	10.9%	2.4%	-12.0%	3.7%	3.6%
Cc1ccc(S(=O)(=O)Nc2nc(C)c(C(=O)NN)s2)cc1	0.6%	3.6%	nt	7.7%	-4.0%	4.1%	-7.1%	-1.2%
COc1cccc(C(=O)NC(=S)Nc2ccc3oc(=O)ccc3c2)c1	-6.0%	-6.5%	1.41µM*	-7.1%	-3.5%	3.4%	-9.7%	-8.9%
O=C(/C=C/c1ccco1)Oc1cccc2cccnc12	-6.9%	-1.7%	nt	0.1%	1.4%	-16.1%	-19.2%	-11.2%
O=C(NCCN1CCCCC1)c1ccc(I)cc1	-0.1%&9.4%	9.6%&-3.5%	2.3%&12.7%	-5.9%&1.7%	2.0%&-0.3%	nt	-2.1%&5.8%	-10.2%&2.7%
O=C(NCc1ccc2c(c1)OCO2)c1cc(-c2ccccc2)on1	0.0%	-5.7%	?	-0.5%	0.1%	nt	-2.6%	-1.5%
Cc1cccc(-n2cnc(C(=O)N3CCN(C)CC3)c2)n1	-1.8%	-6.6%	9.4%	-0.9%	-3.6%	-4.0%	-0.7%	2.5%
COC(=O)c1ccc(-n2nnnc2SCc2nn[nH]n2)cc1	-2.6%	-10.1%	8.4%	5.1%	-1.1%	-13.8%	5.2%	7.2%
CCC(C(=O)NC(C)(C)C)N(C(=O)Cn1nnc(-c2cccs2)n1)c1cnc2ccccc2c1 (stereo unspecified)	7.4%	2.3%	8.9%	3.3%	-0.7%	-1.3%	-6.5%	-0.9%
Cc1ccc(S(=O)(=O)N/N=C/c2cccc3c2OCCO3)cc1	-10.4%	6.6%	-3.3%	4.7%	-0.2%	8.2%	-0.9%	-9.7%
Cc1cccc(C)c1NC(=O)CSc1nnc([C@@H]2CCCN2C(=O)OC(C)(C)C)o1	-1.6%	1.6%	-7.5%	2.8%	-0.9%	-0.1%	-6.6%	-3.1%
O=C(Nc1ccc(Br)c2cccnc12)c1ccc(Cn2cc(Cl)cn2)o1	-7.0%	-10.6%	-1.7%	1.7%	0.2%	-1.7%	-2.3%	-18.1%
S=C(NCc1ccccn1)Nc1ccc(Cl)cc1Cl	3.6%	-7.8%	?	-3.3%	0.1%	-4.4%	-11.1%	-7.5%
Cc1ccc(Sc2c(C)nn(C(C)(C)C)c2OC(=O)CC(C)C)cc1	-6.9%	5.0%	nt	nt	-1.1%	nt	-15.6%	-16.9%
Cc1c2c(c(C)n1C)C(C(=O)NC1CCCCC1)N(Cc1ccccc1)C2=O (stereo unspecified)	-9.3%	-6.3%	-5.7%	4.1%	-0.3%	nt	?	-11.9%
COC(=O)C(C(=O)OC)C(C[N+](=O)[O-])c1ccc(OC)c(OC)c1 (stereo unspecified)	8.7%	-10.3%	26.8%	12.7%	-2.2%	2.1%	-7.2%	4.7%
O=C(c1ccccn1)N1CCN(c2ccc(C(F)(F)F)cn2)CC1	2.3%	3.8%	2.3%	-4.6%	1.3%	31.0%[activator]	-7.9%	0.2%
O=C(NCCc1ccccc1)c1nn(-c2ccccc2Cl)nc1CO	3.4%	0.4%	nt	nt	-0.9%	nt	7.3%	-2.8%
O=C(NCCc1ccccc1)c1cccnc1	9.9%	3.0%	10.2%	6.5%	-0.8%	nt	-7.0%	-1.5%
CC(=O)Nc1ccc(OCCCNC(=O)c2c(-c3ccccc3)noc2C)cc1	-2.0%	-6.0%	nt	-0.8%	-1.5%	-0.1%	0.5%	-6.3%
CCOc1ccc(CN(C)CC(=O)Nc2ccc(N3CCOCC3)cc2)cc1OC	4.8%	-16.2%	-2.0%	6.3%	1.1%	-4.0%	-14.0%	-3.8%
COc1cccc2sc(NC(=O)CS(=O)(=O)c3ccc(C)cc3)nc12	-14.1%	-3.2%	nt	nt	-1.9%	nt	-10.3%	-20.3%
Cc1ccc(NC(=O)Cn2c(=O)n(CCCCC(=O)NCc3ccco3)c(=O)c3ccccc32)cc1	0.6%	2.6%	?	-21.5%	-0.4%	nt	-2.0%	-16.7%
CCn1c(C)cc2c(c1=O)C(c1ccccc1Br)C(C#N)=C(N)O2 (stereo unspecified)	-4.3%	6.6%	?	2.7%	-2.6%	-3.9%	-13.6%	2.3%
CC(=O)Nc1ccc(Nc2ccc(N3C(=O)CCCC3=O)cc2[N+](=O)[O-])cc1	3.3%	9.5%	?	-2.8%	-2.0%	-1.1%	8.7%	9.3%
CCOc1ccccc1C1C(C(N)=O)=C(C)Nc2nc(-c3cccc(C)c3)nn21 (stereo unspecified)	-6.4%	-11.1%	20µM*	1.4%	-2.5%	-6.2%	?	-18.7%
CN1CCC(Oc2ccccc2Sc2ccc(C(F)(F)F)cc2)CC1	10.9%	-2.2%	?	6.7%	-1.2%	-1.3%	?	-11.6%
COc1cc2oc(=O)c(CC(=O)NCCc3ccccc3)c(C)c2cc1Cl	-3.5%	7.2%	nt	nt	1.5%	nt	4.2%	1.8%
CCCN1CCN(C(=O)c2nn(-c3ccc(OC)cc3)c(=O)c3c2c2ccccc2n3C)CC1	2.4%	4.9%	-0.2%	-4.0%	1.8%	nt	-6.5%	-5.2%
O=C(CN1CCN(c2ccc(C(F)(F)F)cn2)CC1)Nc1ccc2c(c1)OCO2	4.0%[0.0958 µM]	-2.8%	nt	-24.8%	-0.7%	nt	nt	5.4%[0.0958 µM]
CS(=O)(=O)N(Cc1ccccc1)c1ccccc1C(=O)N1CCN(c2ccccc2)CC1	-1.8%	6.4%	-7.1%	-14.8%	-2.8%	nt	-13.6%	-17.0%
Cc1nn(-c2ccccc2)c2sc(C(=O)NC3CCCCC3)cc12	-17.6%	-5.6%	?	?	-1.7%	nt	-12.3%	-24.6%
CCOC(=O)c1c(-c2ccc(C)o2)csc1NC(=O)CN1CCCCC1	-6.4%	-19.8%	?	3.1%	-0.2%	-24.0%	?	-6.5%
Cc1noc(C)c1NC(=O)NC(c1ccccc1)c1ccccc1	0.3%	0.6%	nt	-3.2%	0.4%	3.8%	1.3%	-1.9%
N#Cc1c(NC(=O)CCCN2C(=O)c3ccccc3C2=O)oc(-c2ccccc2)c1-c1ccccc1	-11.6%	0.4%	?	0.0%	-1.3%	-9.9%	-2.2%	?
CCOC(=O)N1CCC(Nc2ccc3nnc(-c4ccccc4)n3n2)CC1	3.5%	-1.9%	2.5%	-6.4%	-3.0%	nt	?	-12.6%
O=C1NCCN1C(=O)c1cccc(Cl)c1	-2.0%	-21.0%	0.9%	4.4%	-3.2%	3.2%	-12.5%	-6.2%
NC(N)=NCCC[C@H](NC(=O)[C@@H](N)Cc1ccc(O)cc1)C(=O)O	-4.1%	6.4%	-8.1%	-3.9%	-0.6%	nt	-7.6%	-3.9%
CC(O)c1cccc(NC(=O)Cc2cccc3ccccc23)c1 (stereo unspecified)	-7.0%	-6.3%[53 µM]	-2.4%	-0.6%	0.4%[53 µM]	1.1%	-4.9%	-13.0%
CC(C)(C)c1ccc(/C=N/NC(=O)C(=O)NCCCN2CCOCC2)cc1	1.3%	5.1%	-6.3%	7.1%	-0.4%	-0.1%	1.7%	10.3%
CCOC(=O)N1CCC(N(CCN(C)C)C(=S)Nc2ccccc2OCC)CC1	2.5%	-12.5%	8.7%	-1.4%	0.1%	4.9%	3.2%	5.5%
CC(=O)C(N=Nc1ccccc1)(Sc1nnc(-c2ccccc2)n1-c1ccccc1)C(C)=O	-0.4%	2.4%	-8.9%	-2.2%	-0.5%	-11.8%	-8.2%	-2.2%
O=C(CSCc1c(Cl)cccc1Cl)NCc1cccnc1	-0.1%	-4.1%	-9.1%	0.0%	-4.5%	0.4%	-10.0%	-0.1%
O=C(CCS(=O)(=O)c1ccccc1)Nc1ccc2c(c1)C(=O)NC2=O	-2.1%	-0.2%	?	-16.5%	0.4%	nt	-2.2%	-3.4%
CCOC(=O)Cn1c(=O)oc2cc(S(=O)(=O)NCCc3ccc(C)cc3)ccc21	9.9%	7.9%	-3.2%	0.1%	0.3%	3.3%	-16.5%	-14.5%

# Screening results deposited in PubChem BioAssay by National Center for Advancing Translational Sciences (NCATS).
